Compound activity from PubChem BioAssay.
sdo1 growth = restores growth of sdo1-depleted yeast. S. cerevisiae sdo1-depleted JHY4D growth rescue, OD600 30 h; stronger effect = higher value; pdr5 snq2 efflux-pump mutant strain. z-score at 10 µM. hit rate 0.21% among 140,000;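 active means z-score above 3 at both the 24 hr and the 30 hr optical density reads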;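 further: z-score against mean and SD of all compound wells on the same plate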
INS promoter inh = TRM-6 insulin promoter activity inhibition; TRM-6 cells (human fetal islet line), insulin promoter-eGFP reporter, imaging; reporter expression induced with tamoxifen; inhibition, % at 2 µM; hit rate 0.9% among 130,000; AID 1273;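 active means inhibition above the mean plus 3 SD, with well images judged a real hit on visual review, cut at about 60% in these data, passing the limit was not always enough; inconclusive means inhibition over the cutoff but images rejected on review; inactive means inhibition not above the cutoff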
sdo1 growth Rescue 24 h = further read-out of sdo1 growth, marked with its call; z-score; S. cerevisiae sdo1-depleted JHY4D growth rescue, OD600; measured here: growth rescue at 24 h;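 0 is the plate mean of compound wells and units are plate SD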
* = called active by the depositor; i = inactive; u = inconclusive; x = not tested or not shown. Rows were taken by chance; any-hit rate near 0.99%.

entry	sdo1 growth	sdo1 growth Rescue 24 h	Structure	INS promoter inh
1	-1.16	-0.29	Cc1cc(C)c2c(c1)/C(=N/NS(=O)(=O)c1ccccc1)CCC2	20.7
2	-2.12	-0.9	CCc1ccc(C2=Nn3c(nnc3-c3cccs3)SC2)cc1	33.3
3	-0.12	0.63	CCN(CCO)c1nc(SC)nc2c1sc1nc(-c3ccco3)c3c(c12)CCC3	9.7
4	x	x	CCNC(=O)CC1C(=O)N(CC)C(=S)N1NC(=O)c1cccnc1 (stereo not drawn)	-13.3
5	-0.47	-0.42	CC(C)(C)n1nnnc1C(c1ccc(C#N)cc1)N1CCCC2(CCCCC2)C1 (stereo not drawn)	13.9
6	-0.23	-0.2	CC(C)OC(=O)CSc1nnc(SCc2cccc3ccccc23)s1	26.7
7	0.03	-0.03	COc1cc2c(cc1OC)-c1cc(NCc3ccccn3)nc(=O)n1CC2	x
8	x	x	CN(C(=O)c1ccccc1OC1CCN(S(C)(=O)=O)CC1)C1CCOC1 (stereo not drawn)	4.3
9	0.65	0.64	Cc1onc(-c2ccccc2)c1C(=O)NC(=S)NNC(=O)c1ccncc1	3.3
10	0.28	0.35	CN(C(=O)CSC1=Nc2ccccc2C2=NC(c3ccccc3)C(=O)N12)C1CCCCC1 (stereo not drawn)	50.0
11	x	x	CN1CCN(C(=O)CSc2ccc(Cl)cc2)CC1	u
12	0.47	0.67	O=C1CC(N2CCCc3ccccc32)C(=O)N1c1ccccc1Cl (stereo not drawn)	53.3
13	-1.31	-0.32	CCOc1ccccc1-c1nc(-c2cc3ccccc3nc2OC)no1	x
14	0.93	0.35	CC1CCCCN1c1nnc(NC(=O)Cn2c(=O)oc3ccccc32)s1 (stereo not drawn)	x
15	1.12	0	O=C(CCN1C(=O)c2ccccc2S1(=O)=O)Nc1ccccc1O	33.3
16	1.34	1.7	COc1ccc(NC(=O)CN2CC(c3ccccc3)CC2=O)cc1OC (stereo not drawn)	x
17	0	0.56	COc1ccc(NC(=S)NNC(=O)C2CC2c2ccc(C)cc2)cc1 (stereo not drawn)	-21.4
18	0.88	1.07	C=CCn1c(Sc2nncn2C)nc2c1c(=O)[nH]c(=O)n2C	55.3
19	-0.83	-1.15	CC(C)CNC(=O)c1ccc(NC(=O)c2cccs2)cc1	5.4
20	1.52	1.29	O=C(NCCN1CCOCC1)c1cc(S(=O)(=O)NCCCN2CCCC2=O)ccc1Cl	0.0
21	-1.19	-0.62	COc1cnn(-c2ccccc2)c(=O)c1SCc1ccc(Cl)cc1Cl	x
22	0.59	2.02	COc1ccc(Cl)cc1NC(=O)CN1CCC(n2nnc3ccccc32)CC1	34.9
23	0.73	-0.25	COc1cccc(-c2cn3nc(C)c(C)nc3n2)c1	x
24	0.93	0.72	O=C(N/C(=C/c1ccco1)C(=O)N1CCCCCC1)c1cccs1	39.3
25	-0.92	-0.08	Cc1nn(Cc2ccc(Cl)cc2Cl)c(Cl)c1/C=N/NC(=O)CNc1cccc(C(F)(F)F)c1	x
26	0.06	-0.15	CCOC(=O)CC1C(=O)NCCN1C(=O)c1cc2c(=O)n3cccc(C)c3nc2s1 (stereo not drawn)	x
27	-1.33	-1.37	COc1cc(C)nc(N2CCCC(C(=O)Nc3cc(Cl)ccc3OC)C2)n1 (stereo not drawn)	-88.9
28	0.77	1.22	COc1ccc(NC(=O)/C=C/c2ccccc2[N+](=O)[O-])c(OC)c1	x
29	1.44	1.09	Cc1cc(C(C)(C)C)ccc1OCCOCCN1CCCC1	5.9
30	0.32	-0.78	Cc1nc2nc(-c3ccco3)nn2c(C)c1Cl	-12.0
31	-0.12	-0.24	CCOc1ccc(C(=O)C(c2ccccc2)N2CCOCC2)cc1 (stereo not drawn)	7.1
32	-0.1	0.27	CCc1ccccc1NC(=O)CN(C)C(=O)CSc1nc2cc(Cl)ccc2s1	-76.7
33	-1.25	1	Nc1ccc(Oc2ccc3nc(-c4ccccc4)c(-c4ccc([N+](=O)[O-])cc4)nc3c2)cc1	x
34	-0.01	0.77	O=P(c1ccccc1)(c1ccccc1)N(c1ccccc1)c1ccccc1	-23.7
35	x	x	CN1C(=O)c2ccc(NC(=O)c3cccc(N4C(=O)CCC4=O)c3)cc2C1=O	-11.8
36	-2.64	-1.25	c1ccc(-c2oc3ncnc(NCCN4CCOCC4)c3c2-c2ccccc2)cc1	-346.1

Four of the entries above in order of their number in sdo1 growth Rescue 24 h, ascending:
item	smiles	sdo1 growth Rescue 24 h
36	c1ccc(-c2oc3ncnc(NCCN4CCOCC4)c3c2-c2ccccc2)cc1	-1.25
26	CCOC(=O)CC1C(=O)NCCN1C(=O)c1cc2c(=O)n3cccc(C)c3nc2s1 (stereo not drawn)	-0.15
33	Nc1ccc(Oc2ccc3nc(-c4ccccc4)c(-c4ccc([N+](=O)[O-])cc4)nc3c2)cc1	1
28	COc1ccc(NC(=O)/C=C/c2ccccc2[N+](=O)[O-])c(OC)c1	1.22

More compounds:
entry	sdo1 growth	sdo1 growth Rescue 24 h	Structure	INS promoter inh
37	-0.44	-0.46	COc1ccccc1-n1nnnc1SCC(=O)NC1CCCC1	30.0
38	1.57	1.52	COc1cc(NC(=O)N2CCOCC2)cc(OC)c1	23.3
39	13.3*	4.23*	CC(CCc1ccccc1)NC(=O)CSc1nc(N)cc(N)n1 (stereo not drawn)	-31.8
40	1.22	0.56	Cc1cc(Nc2ccccc2)n(CCO)n1	i
41	0.24	-0.36	O=C(c1cc2ccccc2o1)c1cccs1	42.9
42	-1.3	-0.81	CCCCCOC(=O)c1c(N)n(CCOC)c2nc3ccccc3nc12	-14.3
43	x	x	C=CCn1c(=O)c(C(=O)OCC)c(O)c2ccccc21	-36.8
44	0.71	0.2	CCC1CCCCN1CCCNC(=O)CC1Oc2ccccc2NC1=O (stereo not drawn)	x
45	0.31	0.07	O=c1cccccc1NCc1ccccc1	39.1
46	1.09	1.58	Cc1cccc(N2CC34C=CC(O3)C(C(=O)O)C4C2=O)c1 (stereo not drawn)	-50.0
47	-0.57	-0.35	CCc1ccc(C(=O)CSc2nc3cc(S(=O)(=O)N4CCOCC4)ccc3n2CC)cc1	x
48	0.56	0.21	COC(=O)CN1C(=O)C2(C(C#N)=C(N)Oc3c2c(C)nn3-c2ccccc2)c2ccccc21 (stereo not drawn)	6.2
49	-1.52	0.02	CCOc1ccc(-c2nn3c(-c4ccccc4)nnc3s2)cc1	-10.5
50	-1.22	-1.57	Cc1sc(NC(=O)c2ccco2)nc1-c1ccc2c(c1)CC(C)N2C(=O)C1CC1 (stereo not drawn)	-28.1
51	-1.04	-1.47	O=C(NC1CCCCCC1)C1CCCN1S(=O)(=O)c1cccc2cccnc12 (stereo not drawn)	x
52	0.55	-0.47	COc1cc(CCC(=O)OCc2nnc(-c3ccccc3)o2)cc(OC)c1OC	-42.9
53	1.03	1.24	C/C(=N\O)C(C)(C)NC(=O)Nc1ccc(Cl)cc1	x
54	x	x	CC(=O)N(CCCN(C)C)c1nc2ccc(C)cc2s1	-50.0
55	0.6	0.13	COC(=O)C1=C(CSc2nc3c(cc2C#N)CN(C)CC3)OC(N)=C(C#N)C1c1ccccc1F (stereo not drawn)	-25.0
56	-0.84	-0.23	Cc1ccn2c(C(=O)CSc3ccccc3Cl)c(C)nc2c1	-20.0
57	0.21	-0.79	O=C(O)Cn1nc(C(F)(F)F)c2c1CCC2	10.0
58	0.06	-0.63	CCOc1ccc(-c2cnc(SCC(N)=O)nc2N)cc1	0.0
59	0.52	-0.62	CCOCCn1cnc2sc(C(=O)NCC(=O)OCC)c(C)c2c1=O	x
60	-0.41	-0.62	Nn1c(SCC(=O)Nc2ccc(F)cc2F)nnc1C1CCCCC1	x
61	x	x	Cc1ccc2nc(Nc3ncc4c(n3)CC(C)(C)CC4=O)nc(C)c2c1	-25.0
62	0.13	-0.02	CCOC(=O)c1cc2c(=O)[nH]ccc2nc1C	x
63	1.38	1.89	CC1(C)OC(=O)C(=C2CCCN2)C(=O)O1	39.3
64	x	x	CC(/C=C/c1ccccc1)=N/NC(=O)c1cccc(Br)c1	36.8
65	0.33	0.02	CCOC(=O)c1nc(C)[nH]c1C(=O)OCC	-36.4
66	0.03	0.96	N#Cc1c(NC(=O)CSc2nnc(-c3ccccc3)o2)sc2c1CCCC2	52.2
67	0.03	1.09	Cc1nc(SCc2cccc(F)c2)[nH]c(=O)c1C#N	x
68	x	x	COc1ccc(Cl)cc1NC(=O)CN1c2ccccc2CC1C (stereo not drawn)	-45.5
69	-0.2	-0.97	COc1cc(CN2CCN(c3cccc(Cl)c3)CC2)cc(OC)c1OC	-43.2
70	-0.34	-0.99	CC(C)NC(=S)Nc1ccc(S(=O)(=O)Nc2ncccn2)cc1	-86.7
71	0.64	0.25	Cc1cccc(OCC(O)Cn2c(NCCCOC(C)C)nc3c2c(=O)[nH]c(=O)n3C)c1 (stereo not drawn)	x
72	-0.29	-1.04	COCCN(C(=S)Nc1c(C)cccc1C)C(C)c1cccnc1 (stereo not drawn)	33.3
73	x	x	CCOC(=O)C1CCN(C(=O)C(C)Oc2ccc(Br)cc2)CC1 (stereo not drawn)	20.0
74	0.81	0.9	CNC(=O)COC(=O)c1cc(F)c(F)cc1Cl	19.4
75	-1.95	-1.26	CCC(CC)C(=O)Nc1cc(C)c2c(=O)oc3ccccc3c2n1	x
76	0.4	0.29	Cc1ccc(S(=O)(=O)NCCOC(=O)Nc2sc(=S)n(C)c2C)cc1	-25.0
77	1.29	1.41	N#CCSc1nnc(-c2cnccn2)n1Cc1ccccc1	-6.7
78	-0.69	-0.79	Cc1ccc(C(CC(=O)c2ccco2)SCCO)cc1 (stereo not drawn)	7.7
79	-1.33	-0.63	Cc1cccc(C(=O)O/N=C/c2c(N3CCOCC3)n(C)c3ccccc23)c1	x
80	0.4	0.05	Oc1ccc(/C=N/NC2=NCCCCC2)c(O)c1	-8.1
81	0.84	-0.18	CN(C)/C=N/c1sccc1C(N)=O	-100.0
82	1.1	-0.32	COc1ccc(-c2nn(C)c(=O)c3ccccc23)cc1CNS(C)(=O)=O	11.1
83	x	x	COc1cc(C2SCC(=O)N2CCc2ccc(OC)c(OC)c2)ccc1O (stereo not drawn)	-18.2
84	0.94	1.3	CC(C)(C)C(=O)Cn1c(NCCO)nc2ccccc21	39.5
85	0.97	0.82	COc1ccc(-c2cn(-c3ccc(OC)cc3)c(=S)[nH]2)cc1	x
86	-0.01	1.74	CCCOc1ccc2c(=O)c(N3C(=O)c4ccccc4C3=O)c(C)oc2c1	-16.7
87	0.84	0.51	O=C(CSc1nnnn1-c1ccccc1)N1N=CCC1c1ccccc1 (stereo not drawn)	x
88	0.22	-0.19	CNC(=O)CN1C(=O)c2cccc3cccc1c23	32.1
89	0.4	0.48	COc1cc(/C=N/OCC(=O)Nc2cc(C)cc(C)c2)ccc1OCc1ccc(Cl)cc1	-11.5
90	-0.29	-0.06	COc1ccc(CNC(=O)Cc2nn(C)c(=O)c3ccccc23)cc1	-2.6
91	-0.93	-1.31	O=c1cc(CSc2ccccn2)nc(N2CCN(c3ccccc3)CC2)[nH]1	x
92	0.88	1.37	COc1cc(OC)c(OC)cc1CN1CCc2ccccc2C1	-32.3
93	x	x	COc1ccc(C(=O)Nc2ccccc2C(=O)N2CCCCC2C)cc1 (stereo not drawn)	23.5
94	0.63	0.13	CCC(=O)Nc1ccc(C(=O)Nc2ccc3c(c2)OCO3)cc1	-53.9
95	-1.29	-0.44	O=C(CCSc1nnc2scc(-c3ccccc3)n12)NCc1ccc2c(c1)OCO2	-21.2
96	-0.25	0.01	Fc1ccccc1OCCCCCN1CCCC1	x

Record cards, as listed above. Values in the order: sdo1 growth, sdo1 growth Rescue 24 h, INS promoter inh
COc1ccc(CNC(=O)Cc2nn(C)c(=O)c3ccccc23)cc1 is listed as -0.29, -0.06, -2.6
O=c1cc(CSc2ccccn2)nc(N2CCN(c3ccccc3)CC2)[nH]1 is listed as -0.93, -1.31, x
O=C(CSc1nnnn1-c1ccccc1)N1N=CCC1c1ccccc1 (stereo not drawn) is listed as 0.84, 0.51, x

Next part
entry	sdo1 growth	sdo1 growth Rescue 24 h	Structure	INS promoter inh
97	-0.61	-0.71	CC(Oc1ccc(Cl)cc1Cl)C(=O)Nn1cnnc1 (stereo not drawn)	56.2
98	x	x	NC(=O)COC(=O)c1cccc(S(=O)(=O)N2CCCc3ccccc32)c1	33.3
99	0.94	2.84	CCOC(=O)N1CCN(C(=O)CN(c2ccc(OCC)cc2)S(C)(=O)=O)CC1	59.3
100	x	x	CC(C)CCN1CCN(CC(c2ccccc2)c2ccccc2)CC1CCO (stereo not drawn)	-8.3
101	0.87	1.05	CC(C)Nc1nc(NC(C)C)nc(C(=O)OCCO)n1	x
102	-0.56	-0.29	C/C=C(/C)C(=O)O[C@H]1[C@@H](O)c2c(ccc3ccc(=O)oc23)OC1(C)C	4.8

By substructure, the compounds so far containing fluorine
entry	sdo1 growth	sdo1 growth Rescue 24 h	Structure	INS promoter inh
25	-0.92	-0.08	Cc1nn(Cc2ccc(Cl)cc2Cl)c(Cl)c1/C=N/NC(=O)CNc1cccc(C(F)(F)F)c1	x
55	0.6	0.13	COC(=O)C1=C(CSc2nc3c(cc2C#N)CN(C)CC3)OC(N)=C(C#N)C1c1ccccc1F (stereo not drawn)	-25.0
57	0.21	-0.79	O=C(O)Cn1nc(C(F)(F)F)c2c1CCC2	10.0
60	-0.41	-0.62	Nn1c(SCC(=O)Nc2ccc(F)cc2F)nnc1C1CCCCC1	x
67	0.03	1.09	Cc1nc(SCc2cccc(F)c2)[nH]c(=O)c1C#N	x
74	0.81	0.9	CNC(=O)COC(=O)c1cc(F)c(F)cc1Cl	19.4
96	-0.25	0.01	Fc1ccccc1OCCCCCN1CCCC1	x
